Assay outcomes as filed in PubChem BioAssay.
cardiac RTF act – cardiac RTF calcium sensitivity activators, primary screen, biochemical, IANBD-TnC fluorescence, EC20 calcium | actives 0.24% (n = 340,000) | AID 493008, 2010 | IANBD-labeled TnC RTF fluorescence at EC20 calcium; 0% EC20 calcium, 100% full calcium | activation, % at 7.2 µM | Troponin I, cardiac muscle (Homo sapiens) + Troponin T, cardiac muscle (Homo sapiens) + …;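 active = activation above the mean over all tested compounds plus 3 SD, cut at about 30% in these data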;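 also: rise in fluorescence read as greater calcium sensitivity of cardiac thin filaments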
Cardiac RTF inh – cardiac RTF calcium sensitivity inhibitors, primary screen, biochemical, IANBD-TnC fluorescence, EC70 calcium. Troponin I, cardiac muscle (Homo sapiens) + Troponin T, cardiac muscle (Homo sapiens) + …. IANBD-labeled cardiac RTF, Ca2+ fluorescence. inhibition, % at 7.15 µM. actives 0.12% (n = 340,000). AID 493244, 2011;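 active = inhibition above the mean inhibition of all tested compounds plus 3 SD, cut at about 17% in these data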;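 also: assay run at fixed EC70 calcium of 1.6 mM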
Keap1 Nrf2 FP – Keap1-Nrf2 protein-protein interaction inhibitors, primary screen, biochemical, fluorescence polarization, single point | Kelch-like ECH-associated protein 1 (Homo sapiens), Q14145 | Keap1 Kelch-Nrf2 peptide fluorescence polarization, 1536-well | inhibition, % at 9.4 µM | actives 0.15% (n = 340,000) | AID 504523, 2011; in the data active = inhibition above about 12%;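 also: human Keap1 Kelch domain with fluorescein labeled Nrf2 9mer peptide probe; 0% = neutral control wells and 100% = peptide positive control; higher means more block of Keap1 binding to Nrf2 peptide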
Wnt bcat act – Wnt/beta-catenin pathway activators, primary screen, cell-based, plate reader, single point; Wnt/beta-catenin reporter cell assay, activator; activation, % at 9.35 µM; actives 1.2% (n = 300,000); in the data active = activation above about 30%, passing the limit was not always enough;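 also: 0% = neutral control wells and 100% = positive control wells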
V-ATPase pHluor – regulators of yeast V-ATPase proton pumping, primary screen, pHLuorin cytosolic pH fluorescence; S. cerevisiae; response, % at 10 µM; actives 0.37% (n = 350,000); AID 504577, 2011; in the data active = response mostly above about 7.3%, no sharp cut-off; inactive = mostly below about 5.4%; also: actives read high; inactives centre near 0; some compounds called inactive have numbers as strong as hits; reference of the scale not given here
DSG3 Ab inh – inhibitors of pemphigus antibody binding to DSG3, primary screen, biochemical, bead-based, flow cytometry, scFv-GFP; AID 588358, 2011; binding (percent of control), % at 10 µM; actives 0.48% (n = 310,000); DSG3-coupled beads, scFv-anti-DSG3-GFP binding; active compounds read low; Desmoglein-3 (Homo sapiens), P32926;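 active = binding more than 3 SD below its plate's average and above zero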;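 also: hits lower antibody fragment binding to DSG3; some compounds called inactive have numbers as strong as hits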
Target sequence (P32926 whole entry, looked up, the tested form may be a part): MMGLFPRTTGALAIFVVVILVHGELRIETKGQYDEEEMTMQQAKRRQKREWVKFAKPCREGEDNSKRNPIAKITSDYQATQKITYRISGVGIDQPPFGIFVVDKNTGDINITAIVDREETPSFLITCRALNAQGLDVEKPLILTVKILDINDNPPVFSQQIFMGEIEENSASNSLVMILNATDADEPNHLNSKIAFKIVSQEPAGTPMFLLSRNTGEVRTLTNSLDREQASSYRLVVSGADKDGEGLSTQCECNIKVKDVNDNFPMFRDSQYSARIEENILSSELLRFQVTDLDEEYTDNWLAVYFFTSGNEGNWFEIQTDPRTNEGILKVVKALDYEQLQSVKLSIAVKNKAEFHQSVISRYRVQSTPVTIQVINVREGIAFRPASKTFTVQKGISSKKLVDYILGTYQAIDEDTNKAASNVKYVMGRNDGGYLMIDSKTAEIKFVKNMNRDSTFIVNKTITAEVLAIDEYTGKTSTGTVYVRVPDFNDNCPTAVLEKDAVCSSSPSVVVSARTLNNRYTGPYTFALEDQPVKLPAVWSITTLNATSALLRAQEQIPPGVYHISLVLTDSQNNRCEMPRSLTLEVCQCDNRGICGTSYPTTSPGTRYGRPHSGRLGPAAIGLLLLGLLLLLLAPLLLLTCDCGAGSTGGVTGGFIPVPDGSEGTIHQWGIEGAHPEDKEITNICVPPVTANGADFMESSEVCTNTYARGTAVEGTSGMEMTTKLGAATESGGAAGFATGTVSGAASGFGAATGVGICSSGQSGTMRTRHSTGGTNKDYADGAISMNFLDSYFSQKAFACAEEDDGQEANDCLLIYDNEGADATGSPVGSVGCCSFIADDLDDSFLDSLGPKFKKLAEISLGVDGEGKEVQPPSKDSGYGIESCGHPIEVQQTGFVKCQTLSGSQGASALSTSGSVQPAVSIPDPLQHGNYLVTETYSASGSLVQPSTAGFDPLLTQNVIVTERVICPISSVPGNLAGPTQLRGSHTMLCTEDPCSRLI
OPRM1-OPRD1 inv – inverse agonists of MOR-DOR heterodimerization, primary screen, cell-based, luminescence; Mu-type opioid receptor (Homo sapiens) + Delta-type opioid receptor (Homo sapiens), …; actives 0.21% (n = 340,000); AID 504357, 2011; inhibition, % at 9.3 µM; cell-based MOR-DOR heterodimer luminescence, inverse agonism; in the data active = inhibition above about 22%, passing the limit was not always enough;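 also: 0% = cells with DMSO and 100% = wells without cells with DMSO; values of inactives mirror those of a sister screen read the other way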
Arrestin-AP2 inh – inhibitors of beta-arrestin/AP2 binding, primary screen, biochemical, GPCR trafficking, flow cytometry | beta-arrestin 1 C-terminal peptide binding to AP2 beta2-adaptin appendage (human) | FITC-arrestin peptide / GST-AP2 beads; AP2 beta2 appendage carries R879A mutation | inhibition, % at 10 µM | actives 0.31% (n = 340,000);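 active = inhibition above a set limit, near 3 SD of compounds lacking own fluorescence, cut at about 54% in these data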;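 also: plate controls were DMSO wells for no effect and 5 µM unlabelled arrestin peptide for full effect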
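System: GST-AP2 R879A glutathione beads; medium: PBS, Tween 20 0.05%, BSA 0.1%; reagent: fluorescein-tagged arrestin peptide at 50 nM final; schedule: pre-incubation 12 min, peptide binding 1 h, room temperature; detection: flow cytometry, FL1 (488/535 nm); read-out: inhibition as reduced fluorescein signal on beads, percent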
OPRM1-OPRD1 ag – agonists of OPRM1-OPRD1 heterodimerization, primary screen, cell-based, luminescence. Mu-type opioid receptor (Homo sapiens) + Delta-type opioid receptor (Homo sapiens), …. cells. activation, % at 9.3 µM. actives 0.3% (n = 340,000); in the data active = activation above about 18%;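 also: 0% = vehicle-treated cells and 100% = reference agonist; values of inactives mirror those of a sister screen read the other way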
LANA DNA inh – inhibitors of KSHV C-LANA binding to DNA, primary screen, biochemical, fluorescence polarization, FAM-LBS DNA, MBP-C-LANA, single point | Kaposi's sarcoma herpesvirus LANA C-terminal domain (residues 932-1162) DNA binding | actives 0.078% (n = 340,000) | inhibition, % at 9 µM | AID 504423, 2011;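 active = highest replicate inhibition at or above 60% at 9 µM, even if other replicates fall short; inactive = all replicates below 60% inhibition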;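 also: 0% = neutral control wells and 100% = 4 µM acridine orange control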
Numbers without * were called inactive; · = not tested or not shown.

SMILES | cardiac RTF act | Cardiac RTF inh | Keap1 Nrf2 FP | Wnt bcat act | V-ATPase pHluor | DSG3 Ab inh | OPRM1-OPRD1 inv | Arrestin-AP2 inh | OPRM1-OPRD1 ag | LANA DNA inh
CSc1ccc(C2c3[nH]c4ccccc4c3CCN2C(=O)c2ccnn2C)cc1 (centres undefined) | -4 | 9 | 1 | 42* | 0 | 102 | -8 | -2 | 1.1 | 0.7
C=CCN1C(=O)CSC1=Nc1cccc(O)c1 | -3 | -4 | -3 | · | 4 | 109 | 8 | -10 | -1.7 | 0.9
Cc1ccc(CC(=O)Nc2cccc(C)n2)cc1 | -1 | 2 | -2 | 8 | 3 | 106 | -3 | 28 | 0.5 | 1.4
c1ccc(Cn2nnc3c(NCCN4CCOCC4)ncnc32)cc1 | -4 | -1 | 4 | 0 | -2 | 98 | 0 | 16 | 0.0 | 0.3
CCOC(=O)C(C)Sc1cc(CS(=O)(=O)c2ccccc2)nc(-c2ccccc2)n1 (centres undefined) | 5 | -10 | -1 | · | -3 | 109 | -1 | -9 | 0.3 | 0.4
COC(=O)Nc1ccc(S(=O)(=O)NCCCCCC(=O)O)cc1 | 0 | 1 | -5 | 1 | 0 | 102 | 4 | -8 | -0.8 | -1.5
O=S(=O)(NN=C1CCCCC1)c1ccccc1 | 7 | -5 | -5 | 0 | -2 | 97 | 7 | -15 | -1.3 | -1.4
COc1ccc(C)cc1NC(=O)CCNS(=O)(=O)c1ccc2c(c1)CC(C)N2C(C)=O (centres undefined) | 6 | 0 | -3 | -2 | 1 | 105 | 16 | -4 | -3.1 | 0.3
COc1ccc(C)cc1NC(=O)COC(=O)c1c(C)noc1C | -3 | 7 | 0 | 1 | -2 | 100 | 3 | -1 | -0.5 | 1.0
CCOC(=O)CSC1=NC(=O)/C(=C/c2ccc(OC)cc2)S1 | 0 | -6 | -5 | · | 2 | 90 | 1 | 5 | -0.2 | -1.6
Cc1nc(SCC(=O)NCC2CCCO2)c2c(C)c(C)sc2n1 (centres undefined) | 3 | -2 | -1 | -3 | 13* | 93 | -4 | 8 | 1.0 | -2.4
Cc1[nH]nc(C(=O)NN=Cc2ccccc2Cl)c1N=NN(C)C | -5 | 4 | 2 | -3 | -2 | 86 | -20 | -17 | 4.5 | 0.6
Cc1nc(-c2cc(-c3nc(-c4ccc(C(C)(C)C)cc4)no3)no2)cs1 | -1 | -4 | -3 | 0 | 1 | 107 | 19 | -14 | -3.7 | -0.9
CCOc1ccc2ccccc2c1/C=N/NC(=O)CNC(=O)Cc1ccccc1 | -8 | -2 | -3 | -1 | -1 | 102 | 8 | 3 | -1.6 | -0.5
C=CCn1c2ccccc2c2nnc(SCN3C(=O)c4ccccc4C3=O)nc21 | -2 | -5 | 1 | · | 1 | 97 | 13 | -1 | -2.5 | 1.9
OC(CCCN1CCCCC1)(c1ccccc1)c1ccccc1 | 7 | 11 | -4 | -1 | 3 | 102 | 1 | 1 | -0.2 | -0.2
O=C(Nc1ccccc1C(=O)Nc1nnc(C(F)(F)F)s1)c1ccccc1Cl | 3 | 3 | 2 | -4 | 4 | 112 | -3 | -18 | 0.6 | -0.5
CCc1nnc(NC(=O)NC(C)(C)C)s1 | -1 | -13 | -5 | · | -3 | 108 | 6 | -2 | -1.0 | -0.4
O=c1c2ccccc2ncn1C1CCCCC1 | 3 | -2 | -3 | · | 2 | 101 | 1 | 26 | -0.2 | -0.9
CCC(C(=O)Nc1ccc2c(c1)OCCO2)n1nnc2ccccc2c1=O (centres undefined) | -3 | 6 | -3 | 15 | 0 | · | 5 | -1 | -1.0 | -1.2
CCOC(=O)C1CCN(Cc2cccc(Oc3ccccc3)c2)CC1 | 4 | 1 | -7 | 0 | -1 | 109 | -27 | -4 | 5.5 | -0.8
COc1ccc(-c2cn(Cc3cccc(OC)c3)nn2)cc1 | 3 | -9 | -5 | 1 | -3 | 115 | 1 | 7 | -0.2 | -0.4
COc1ccccc1C(=O)N(NC(=O)Oc1ccccc1)C(C)(C)C | -2 | 5 | 0 | -1 | 2 | 94 | 30 | 25 | -5.0 | -1.0
CC(C)Cc1ccc(C(C)C(=O)OCC(=O)c2c[nH]c3ccccc23)cc1 (centres undefined) | -14 | -11 | 1 | · | 1 | 118 | -26 | -4 | 4.4 | 0.2
O=C(CSCc1c[nH]c(=O)[nH]c1=O)OCC(=O)c1ccc(Br)cc1 | 0 | 5 | -6 | 0 | 1 | 99 | 17 | 37 | -2.9 | 0.1
The listing continues.
SMILES | cardiac RTF act | Cardiac RTF inh | Keap1 Nrf2 FP | Wnt bcat act | V-ATPase pHluor | DSG3 Ab inh | OPRM1-OPRD1 inv | Arrestin-AP2 inh | OPRM1-OPRD1 ag | LANA DNA inh
Cc1cc(C)nc(N2CCN(S(=O)(=O)c3ccc(F)cc3)CC2)n1 | 1 | -3 | -5 | -1 | -4 | 108 | -5 | 3 | 1.0 | 3.8
O=C(O)c1cn(-c2ccccc2)nc1-c1ccc(Cl)cc1 | 1 | -2 | 2 | · | -2 | 129 | 7 | 28 | -1.2 | 1.4
Cc1ccc(S(=O)(=O)N2CCN(C(=O)COC(=O)c3ccccc3OC(F)F)CC2)c(C)c1 | 4 | 4 | -3 | -3 | -4 | 100 | 10 | -5 | -2.4 | 0.2
CC(C)Cn1c(-c2ccco2)n[nH]c1=S | -4 | -4 | -4 | · | 1 | 102 | -6 | -4 | 1.1 | -0.6
COCCNS(=O)(=O)c1ccc(F)c(OC)c1 | 3 | -3 | -4 | · | 9 | 98 | -10 | 4 | 1.8 | 3.2
Cn1cnc(C(=O)NCc2ccc(CNC(=O)OC(C)(C)C)cc2)c1C(=O)NCc1ccc(CNC(=O)OC(C)(C)C)cc1 | -2 | -4 | -2 | -8 | -2 | 102 | 20 | -1 | -3.6 | 0.0
CCn1cc(C(=O)N2CCCC(CO)(Cc3ccccc3C)C2)cn1 (centres undefined) | -2 | -8 | 3 | -1 | -1 | 95 | 9 | 37 | -1.8 | -0.7
Cc1ccc(C2(C)NC(=O)N(CC(=O)NCc3cccc(Cl)c3)C2=O)cc1 (centres undefined) | -2 | -3 | -3 | 0 | -1 | 98 | -2 | 1 | 0.3 | 1.7
COc1ccc(NS(=O)(=O)c2cccc(C(=O)NCC(c3ccco3)N3CCCC3)c2)cc1 (centres undefined) | 8 | -11 | -6 | -2 | -1 | 104 | 9 | -5 | -1.7 | -1.9
O=C(COc1ccc(F)cc1Br)NCC1(N2CCCCC2)CCCCC1 | -3 | 2 | 1 | -5 | 0 | 126 | 11 | -17 | -2.1 | 5.4
O=C(NCCCN1CCCC1)[C@H](CSCc1ccccc1)N1Cc2ccccc2C1=O | -2 | -16 | -1 | -3 | 0 | 140 | 1 | 3 | -0.2 | 0.1
Clc1ccc(N=c2ssnc2Cl)cc1 | 2 | 0 | 0 | 0 | 1 | 92 | 1 | 4 | -0.2 | 0.6
COCCNC(=O)C(c1ccc(Cl)cc1)N(Cc1ccco1)C(=O)CCC(=O)Nc1ccccn1 (centres undefined) | -8 | 1 | 2 | -3 | -1 | · | 8 | 22 | -1.3 | -0.9
CC(=O)Nc1ccc([N+](=O)[O-])c(CS(=O)(=O)c2ccc(C)cc2)c1[N+](=O)[O-] | -8 | 4 | -5 | 0 | -1 | 97 | 6 | 31 | -1.2 | 0.3
CC(NC(=O)COC(=O)CCN1C(=O)C2CC=CCC2C1=O)c1ccc(Br)cc1 (centres undefined) | -2 | -7 | -4 | -3 | 0 | · | 2 | -10 | -0.6 | 5.1
Cc1ccc(C(=O)COC(=O)C2CC(=O)N(c3nc(-c4ccccc4)cs3)C2)cc1 (centres undefined) | -2 | 11 | -1 | -5 | 0 | 100 | 10 | 10 | -2.0 | 2.0
Nn1c(COc2ccccc2F)nnc1SCC(=O)NC1CC1 | -5 | -1 | -7 | -4 | 1 | 98 | 2 | 0 | -0.3 | 0.0
Cc1ccc(C(=O)NCCCN2CCN(CCCNC(=O)c3ccc(C)cc3)CC2)cc1 | 0 | -5 | -1 | -1 | -4 | 110 | -10 | -2 | 1.9 | -0.1
CC(C)NCC(O)COc1ccc2c(c1)CCC2 (centres undefined) | 0 | -2 | 1 | · | -1 | 110 | 0 | -1 | 0.0 | 5.5

Quoted from the results shown (8 entries):
SMILES | cardiac RTF act | Cardiac RTF inh | Keap1 Nrf2 FP | Wnt bcat act | V-ATPase pHluor | DSG3 Ab inh | OPRM1-OPRD1 inv | Arrestin-AP2 inh | OPRM1-OPRD1 ag | LANA DNA inh
Cc1cc(C)nc(N2CCN(S(=O)(=O)c3ccc(F)cc3)CC2)n1 | 1 | -3 | -5 | -1 | -4 | 108 | -5 | 3 | 1.0 | 3.8
O=C(O)c1cn(-c2ccccc2)nc1-c1ccc(Cl)cc1 | 1 | -2 | 2 | · | -2 | 129 | 7 | 28 | -1.2 | 1.4
Cc1ccc(S(=O)(=O)N2CCN(C(=O)COC(=O)c3ccccc3OC(F)F)CC2)c(C)c1 | 4 | 4 | -3 | -3 | -4 | 100 | 10 | -5 | -2.4 | 0.2
CC(C)Cn1c(-c2ccco2)n[nH]c1=S | -4 | -4 | -4 | · | 1 | 102 | -6 | -4 | 1.1 | -0.6
COCCNS(=O)(=O)c1ccc(F)c(OC)c1 | 3 | -3 | -4 | · | 9 | 98 | -10 | 4 | 1.8 | 3.2
Cn1cnc(C(=O)NCc2ccc(CNC(=O)OC(C)(C)C)cc2)c1C(=O)NCc1ccc(CNC(=O)OC(C)(C)C)cc1 | -2 | -4 | -2 | -8 | -2 | 102 | 20 | -1 | -3.6 | 0.0
CCn1cc(C(=O)N2CCCC(CO)(Cc3ccccc3C)C2)cn1 (centres undefined) | -2 | -8 | 3 | -1 | -1 | 95 | 9 | 37 | -1.8 | -0.7
Cc1ccc(C2(C)NC(=O)N(CC(=O)NCc3cccc(Cl)c3)C2=O)cc1 (centres undefined) | -2 | -3 | -3 | 0 | -1 | 98 | -2 | 1 | 0.3 | 1.7

Random draw from the library, and some 3.1% of all compounds hit somewhere here.
